Screening results (PubChem)
LYP inhibition: inhibitors of LYP phosphatase, biochemical, fluorescence intensity, uHTS (AID 1779); recombinant LYP phosphatase, fluorescence intensity; higher % means a stronger effect; one-dose inhibition, % at 11.5 µM; IC50 in µM for titrated hits; hit rate 0.054% among 290,000; in the data active = inhibition above about 50%;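 also: plate controls were vehicle with enzyme for no effect and no enzyme for full effect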
SIAH1 antagonists: blockers of Siah-1 interaction with plectin peptide – biochemical, fluorescence polarization, rhodamine-plectin, uHTS, primary screen (AID 1817) | Siah-1 / rhodamine-plectin peptide fluorescence polarization; higher % means a stronger effect | displacement, % at 20 µM; hits with a dose series show IC50 in µM | hit rate 0.02% among 290,000;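 active = displacement of at least 50% at 20 µM, with a fluorescence ratio check between 0.3 and a set limit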;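 also: plate controls were Siah plus tracer with DMSO for no effect and tracer alone without Siah for full effect; strong numbers were not always called active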
AID2073: inhibitors of Mint1-CaV2.2 protein interaction, biochemical, HTRF (AID 2073) | hit rate 0.19% among 290,000 | HTRF protein-protein interaction, Mint1-CaV2.2; higher % means a stronger effect | inhibition, % at 20 µM; hits with a dose series show IC50 in µM; in the data active = inhibition mostly above about 51%, no sharp cut-off; also: some results filed as inactive read as strong as hits
An asterisk follows results filed as active. These rows are one share of the data; count on the stated rates, not on these rows.

item	smiles	LYP inhibition	SIAH1 antagonists	AID2073
1	O=C(COc1ccccc1)Nc1nnc(-c2ccc(Cl)cc2)o1	-7%	2%	1%
2	Cn1cnc2cc(NCc3ccc(Cl)cc3)ccc21	-9%	-2%	-1%
3	CCOc1ccccc1CN1CCN(CCCc2ccccc2)CC1CCO (configuration not stated)	-5%	0%	7%
4	Cc1nn(C)c(C)c1S(=O)(=O)N(CC(=O)NCCCN1CCC(C)CC1)c1ccc(C(C)C)cc1	-8%	-1%	9%
5	CCN1C(=NCc2cc(OC)c(OC)c(OC)c2)N[C@@H](c2ccccc2)[C@H](C(=O)OC)[C@H]1C	-8%	-6%	-6%
6	Cc1ccc(S(=O)(=O)NCc2ccccc2)cc1	-7%	-6%	8%
7	O=C(O)c1ccc(OCc2ccc(C(=O)O)o2)cc1	-7%	14%	10%
8	O=C(NC1CCCC1)c1ccc(COc2ccccc2Br)o1	-6%	3%	8%
9	CC(C)CCNC(=O)[C@H](Cc1ccccc1)N1Cc2ccccc2C1=O	-2%	-3%	11%
10	O=S(=O)(c1ccccc1)N(Cc1cccc(F)c1)c1ccccc1	-6%	3%	-4%
11	COc1ccc(C(=O)N2CCCC(Nc3ccc(C(C)C)cc3)C2)c(OC)n1 (configuration not stated)	-2%	2%	4%
12	CC(C)c1nc2cc(Cl)ccc2n(Cc2ccccc2)c1=O	0%	3%	11%
13	O=C(CSc1n[nH]c(-c2ccncc2)n1)Nc1ccc(Cl)c(Cl)c1	-11%	-3%	-7%
14	CC(=O)N/C(=N/c1nc(C)cc(C)n1)Nc1cccc(C)c1	2%	-4%	10%
15	COc1ccc(S(=O)(=O)NC2CCSc3ccccc32)cc1OC (configuration not stated)	-9%	0%	15%
16	COc1ccc(CP(=O)(c2ccccc2)c2ccccc2)cc1	-11%	12%	4%
17	CCCCN1C(=O)c2ccc(C(=O)NCc3ccco3)cc2C1=O	-6%	-2%	7%
18	C#Cc1ccc(CN2CCC(Oc3cc(C(=O)NC4CC4)ccc3OC)CC2)cc1	-8%	2%	9%
19	Cc1ccc(NC(=O)CSc2nncn2N)cc1C	-12%	0%	7%
20	O=S(=O)(c1ccc(F)c(F)c1)N1CCN(c2ccccn2)CC1	-6%	6%	0%

Single entries from the entries so far.
Entry of #20 in SIAH1 antagonists: 6%
Entry of #14 in SIAH1 antagonists: -4%

Back to the main list with the five entries that preceded the break.
item	smiles	LYP inhibition	SIAH1 antagonists	AID2073
16	COc1ccc(CP(=O)(c2ccccc2)c2ccccc2)cc1	-11%	12%	4%
17	CCCCN1C(=O)c2ccc(C(=O)NCc3ccco3)cc2C1=O	-6%	-2%	7%
18	C#Cc1ccc(CN2CCC(Oc3cc(C(=O)NC4CC4)ccc3OC)CC2)cc1	-8%	2%	9%
19	Cc1ccc(NC(=O)CSc2nncn2N)cc1C	-12%	0%	7%
20	O=S(=O)(c1ccc(F)c(F)c1)N1CCN(c2ccccn2)CC1	-6%	6%	0%
21	CC(C)c1ccc(OCC(=O)NC(C)c2ccccc2)cc1 (configuration not stated)	2%	-1%	4%
22	CC(NC(=O)C1CCC(=O)N1Cc1ccccc1Cl)c1ccccc1 (configuration not stated)	-7%	8%	4%
23	CC(=O)Nc1ccc(-c2sc(Nc3cccc4ccccc34)n[n+]2-c2ccccc2)cc1	-4%	6%	-18%
24	COc1ccc(/C=C2\C(=N)N3N=C(CC(=O)N4CCOCC4)SC3=NC2=O)cc1	-9%	-7%	18%
25	O=C(COc1ccc([N+](=O)[O-])cc1)NNC(=O)c1cccnc1	1%	7%	-3%
26	CN(C)c1ccc(CNCC2CCCO2)cc1 (configuration not stated)	0%	4%	20%
27	Cc1cccc(NC(=O)c2cc(=O)c3ccccc3o2)c1	-3%	2%	14%
28	Cc1ccc(CNC(=O)c2cc3c(s2)CS(=O)(=O)C3)cc1	-5%	13%	6%
29	NC(=O)CC(CC(=O)OCc1ccccc1)c1ccccc1 (configuration not stated)	-7%	2%	-2%
30	Cc1cc(C)cc(NC(=O)CSc2nccn2Cc2ccco2)c1	-7%	-1%	4%
31	O=C(NCC1CCCO1)/C(=C\c1ccccc1F)NC(=O)c1ccccc1 (configuration not stated)	-7%	-2%	8%
32	COc1ccc(Cl)cc1NS(=O)(=O)N1CCOCC1	-2%	3%	9%
33	Cc1cc(C)c(C(=O)N2CCCC(Nc3ccc(F)cc3)C2)o1 (configuration not stated)	-9%	-6%	-5%
34	CCOc1cc(NC(=O)C2CC2)c(OCC)cc1NC(=O)c1ccccc1OCC	-5%	2%	14%
35	COc1ccc(CN2CCNC(=O)C2CC(=O)N(C)CC2CCOCC2)cc1OC (configuration not stated)	-9%	-4%	11%
36	CCC(C(=O)Nc1ccc([N+](=O)[O-])cn1)c1ccccc1 (configuration not stated)	-4%	0%	6%
37	Cc1ccc(C(=O)N2N=C(c3ccc(Br)cc3)CC2c2ccccc2O)cc1 (configuration not stated)	-4%	4%	4%
38	CCC1CCCCN1C(=O)c1ccc2nc(Cc3ccc(OC)cc3)oc2c1 (configuration not stated)	2%	4%	-1%
39	COc1cccc(NC(=O)c2sc(Cl)nc2C)c1	-7%	3%	5%
40	CN1C(=O)c2cccc3c(N)ccc(c23)C1=O	2%	8%	34%

Two of these compounds in a different format.
(32) COc1ccc(Cl)cc1NS(=O)(=O)N1CCOCC1
- LYP inhibition: -2%
- SIAH1 antagonists: 3%
- AID2073: 9%
(33) Cc1cc(C)c(C(=O)N2CCCC(Nc3ccc(F)cc3)C2)o1 (configuration not stated)
- LYP inhibition: -9%
- SIAH1 antagonists: -6%
- AID2073: -5%

Other records follow:
item	smiles	LYP inhibition	SIAH1 antagonists	AID2073
41	CNC(=O)c1cc(-c2ccc(Cl)cc2)n(-c2ccccc2)n1	4%	-1%	5%
42	CCCc1c2c(cc3c(=O)cc(C(=O)OCC)oc13)CCCC2	-3%	0%	17%
43	CCOc1cc(/C=C2\C(=O)ON=C2c2ccccc2)ccc1OC	-3%	14%	26%
44	COc1ccc(OC(=O)C(C)N2C(=O)c3ccccc3C2=O)cc1 (configuration not stated)	-11%	0%	2%
45	CCN1CCN(C(=O)c2cc(-c3ccc(Cl)s3)nc3ccccc23)CC1	-1%	1%	23%
46	COc1ccc(NC2CCCN(C(=O)CCc3ccccc3F)C2)cc1 (configuration not stated)	-9%	11%	-3%
47	CC(NC(=O)c1ccccc1F)C1CC1 (configuration not stated)	-6%	-2%	7%
48	CC(Sc1nnc(CN2CCCC2)n1Cc1ccccc1)C(=O)Nc1ccc(F)cc1 (configuration not stated)	-13%	-4%	11%
49	N#C/C(=C/c1ccc(O)c(O)c1)C(=O)NCc1ccc(Cl)cc1	-3%	-8%	-62%
50	CC1(C)Cc2c(cnn2-c2ccc(F)cc2)C(NC(=O)CCN2CCCC2=O)C1 (configuration not stated)	-12%	8%	8%
51	CCN(CC)c1ccc(NC(=O)CCS(=O)(=O)c2ccc(Br)cc2)c(C)c1	-4%	13%	31%
52	COc1ccccc1CN1CCCCCC1	-12%	0%	-1%
53	Cc1cc(C)nc(Nc2ccc(Cl)cc2C)n1	-10%	3%	6%
54	COc1ccccc1C1NC(=O)NC(C)=C1C(=O)OCc1ccccc1 (configuration not stated)	-11%	1%	6%
55	COc1ccc2cc(C(=O)N3CCCC(Nc4ccc(F)cc4)C3)n(C)c2c1 (configuration not stated)	-4%	9%	10%
56	COc1ccc(C(=O)C2CCCN(C(=O)c3ccnn3C)C2)c(C)c1 (configuration not stated)	-9%	8%	8%
57	COc1ccccc1N1CCN(C(=O)CCC(=O)Nc2nnc(C(C)C)s2)CC1	-4%	5%	-5%
58	O=C(CNC(c1ccccc1)c1ccccc1)NCc1ccccc1Cl	-3%	1%	40%
59	Cc1cc(C)c(CN2CCC(n3nccc3NC(=O)C3CCCC3)CC2)cc1C	-4%	-1%	-5%
60	COc1ccc(NC(=O)N2CCCC(C(=O)Nc3ccccc3OC)C2)cc1 (configuration not stated)	-7%	2%	8%
61	Nc1ncc(Br)cc1S(=O)(=O)NCCC(=O)NCCc1ccc(Cl)cc1	-11%	9%	7%
62	COc1cccc(CNC(=O)C2CCCN(S(=O)(=O)N3CC(C)CC(C)C3)C2)c1 (configuration not stated)	-9%	10%	38%
63	CCn1cc(C(=O)N(C)c2ccc(OC)cc2OC)c2cc(OC)c(OC)cc2c1=O	-5%	13%	-3%
64	CN1CCN(C(=O)/C(=C\c2cccnc2)NC(=O)c2cccc(Br)c2)CC1	-15%	4%	10%
65	CN(C(=O)c1cccc(NC(=O)Cc2ccccc2)c1)c1ccccc1	-8%	2%	5%
66	COCc1cc(C)nc(Sc2nc3c(c(=O)n(C)c(=O)n3C)n2C)c1C#N	-8%	-3%	-9%
67	COc1ccc(-c2nc(C(=O)NCCCN3CCOCC3)cc3c2[nH]c2ccccc23)cc1OC	-15%	-7%	3%
68	C[C@@H](NC(=O)c1nc[nH]c1C(=O)NCC(=O)OC(C)(C)C)c1ccccc1	-4%	-6%	8%
69	Cc1cc(OCC(=O)NCc2cccnc2)c2c(C)c(C)c(=O)oc2c1	-13%	12%	28%
70	CS(=O)(=O)Cc1ccc(C(=O)N2CCCC2c2cccs2)cc1 (configuration not stated)	-4%	-1%	3%
71	O=c1c2cc(Br)ccc2nc(-c2ccc(Cl)cc2)n1O	-4%	-6%	15%
72	NC(N)=NN=C1c2ccccc2-c2ccccc21	-7%	-3%	-5%
73	CC(C)Cc1nnc(NC(=O)CCC(=O)N2CCC(C)CC2)s1	-8%	5%	7%
74	CC(=O)c1cccc(NC(=O)c2cc(S(=O)(=O)N3CCOCC3)cs2)c1	-3%	3%	13%
75	CN(C)S(=O)(=O)c1ccc(C(=O)NCc2nnc(SCC(=O)N3CCCCCC3)o2)cc1	-13%	-1%	7%
76	N/C(=N\OC(=O)c1ccc(F)cc1)c1cccc([N+](=O)[O-])c1	-7%	24%	2%
77	O=C(Nc1ccc(Oc2cccnc2)cc1)C1CCN(Cc2ccccc2)CC1	-9%	-4%	1%
78	COC(=O)c1ccc(Cn2nc(-c3ccc(C)c(C)c3)ccc2=O)cc1	-1%	-2%	10%
79	O=C(CN(Cc1ccccc1)C(=O)CNS(=O)(=O)c1ccc(F)cc1)NCc1ccco1	-5%	2%	1%
80	COc1ccc(N2CCN(S(=O)(=O)c3c(C)[nH]c(C)c3C(=O)N3CCCCC3)CC2)cc1	-2%	2%	1%
81	Cc1ccc(C(C)(C)NC(=O)C2CCC(=O)N(CC3CCCCC3)C2)cc1 (configuration not stated)	0%	-3%	-3%
82	O=C(CN1C(=O)COc2ccc(S(=O)(=O)N3CCOCC3)cc21)Nc1cccc(Cl)c1	-12%	6%	10%
83	CCOc1cc(CN2CCCC(N3CCN(c4ccc(F)cc4)CC3)C2)ccc1OC (configuration not stated)	-2%	-1%	-8%
84	CCCn1c(SCC(=O)Nc2ccc(Cl)cn2)nnc1C1CC1	-2%	-4%	0%
85	Cc1ccccc1NC(=O)c1cccnc1	-5%	-5%	6%
86	CCCOc1ccc(C(=O)OCC(=O)NCCc2ccc(OCC)c(OCC)c2)cc1OC	0%	-3%	17%
87	Cc1cccc(CS(=O)(=O)Cc2ccc(C(=O)NC(C)c3ccccc3)o2)c1 (configuration not stated)	-8%	8%	2%
88	NC(=O)Cn1cc(C(=O)C(=O)N2CCOCC2)c2ccccc21	1%	-3%	-3%
89	CCN1CCN(C(c2ccc(C(F)(F)F)cc2)c2ccc3cccnc3c2O)CC1 (configuration not stated)	-7%	-8%	-24%
90	CS(=O)(=O)c1ccc2nc(NC(=O)c3cccc([N+](=O)[O-])c3)sc2c1	-3%	4%	0%
91	CCN(CC(=O)NCc1ccc(F)cc1)C(=O)/C=C/c1ccc(OC)cc1	-4%	-1%	-3%
92	CN(C(=O)c1cc(COc2c(F)cccc2F)on1)C1CCOC1 (configuration not stated)	-10%	4%	9%
93	O=C(C1CCCN(Cc2ccc([N+](=O)[O-])cc2)C1)N1CCCCC1 (configuration not stated)	-7%	4%	-10%
94	Cc1cccc(NC(=O)Nc2ccc(OCc3ccccc3)cc2)n1	-1%	-2%	15%
95	Cc1ccc(OCc2nnc(SC(C)C(=O)O)n2-c2ccccc2)cc1 (configuration not stated)	-5%	-5%	2%
96	Cc1ccc(Cl)cc1NC(=O)c1ccccc1OCC(=O)N1CCOCC1	-3%	-3%	11%
97	CC(C)c1ccc(/C=N/NC(=O)c2nnn(-c3nonc3N)c2CN2CCOCC2)cc1	-4%	5%	4%
98	COc1ccc(-c2nnc(NC(=O)c3ccc4c(c3)OCCO4)o2)cc1	-9%	9%	18%
99	O=C(O)c1ccc(Cl)c(S(=O)(=O)Nc2ccc(S(=O)(=O)Nc3cccc(Cl)c3)cc2)c1	-12%	-2%	0%
100	CC1(c2cccc(Br)c2)NC(=O)N(CC(=O)Nc2ccc(S(N)(=O)=O)cc2)C1=O (configuration not stated)	-8%	1%	6%

The results go on.
item	smiles	LYP inhibition	SIAH1 antagonists	AID2073
101	O=C(C1CC1)N1N=C(c2cccc(Br)c2)CC1(O)C(F)(F)F (configuration not stated)	-5%	-2%	7%
102	COc1cccc(Nc2nc(C)cc(C)c2C(N)=O)c1	-7%	9%	-1%
103	O=C(NCCc1ccccc1)c1c(O)c2ccccc2[nH]c1=O	-3%	-10%	23%
104	Cc1ccc(-n2nc3c(N4CCC(C(=O)NCc5ccc(C)o5)CC4)nnc(C)c3c2C)cc1	-5%	5%	10%
105	COc1ccc(-c2nnc(SCC(=O)N3CCCCC3)o2)cc1	-9%	10%	4%
106	O=C(COc1ccc2ccccc2c1Br)Nc1cccnc1	-2%	3%	17%
